SENP6 block: inhibitors of human SENP6 protease. AID 2599. inhibition, % at 10 µM. Q9GZR1. 1.8% of 330,000 active. Recombinant SENP6 catalytic domain, aminoluciferin luminescence;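 active means inhibition above about 50% at the single tested dose, limit read from the data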;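 further: plate controls were DMSO wells with enzyme for no effect and DMSO wells lacking enzyme for full effect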
Target sequence (Q9GZR1 628-1112 limits assumed): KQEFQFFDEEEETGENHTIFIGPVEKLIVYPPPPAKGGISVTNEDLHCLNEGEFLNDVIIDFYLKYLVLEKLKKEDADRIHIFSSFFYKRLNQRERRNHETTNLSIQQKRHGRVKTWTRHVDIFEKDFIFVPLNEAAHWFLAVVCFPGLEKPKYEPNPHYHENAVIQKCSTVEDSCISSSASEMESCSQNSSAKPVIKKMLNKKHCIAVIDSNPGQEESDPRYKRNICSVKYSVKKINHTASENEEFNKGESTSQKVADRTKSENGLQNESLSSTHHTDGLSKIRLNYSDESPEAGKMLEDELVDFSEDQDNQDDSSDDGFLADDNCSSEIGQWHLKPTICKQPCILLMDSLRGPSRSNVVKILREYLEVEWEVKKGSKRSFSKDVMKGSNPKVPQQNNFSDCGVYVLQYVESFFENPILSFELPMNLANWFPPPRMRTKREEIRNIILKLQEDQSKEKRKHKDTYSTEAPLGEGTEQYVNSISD
SENP7 inh: inhibitors of human SENP7 protease; 1.5% of 330,000 active; AID 434973; recombinant SENP7, Z-RLRGG-aminoluciferin luminescence, 40 min; Q9BQF6; inhibition, % at 5 µM;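 active means inhibition above about 50% at the single test dose, limit read from the data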;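 further: plate controls were DMSO with enzyme for no effect and no enzyme buffer wells for full effect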
SENP1 inh: inhibitors of human SENP1 SUMO protease catalytic domain; Q9P0U3; recombinant SENP1 catalytic domain, CyPet-SUMO1-YPet FRET cleavage; inhibition, % at 10 µM; 0.21% of 360,000 active;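 active means inhibition at least 30% at 10 µM, raw YFP signal under a set limit, fluorescence ratio 0.5 to 1.5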;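 further: 0% = enzyme with DMSO and 100% = no enzyme wells; some results filed as inactive read as strong as hits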
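material = recombinant human SENP1 catalytic domain, His6-tagged | quantity = 20 pM enzyme | reagent = 25 nM SUMO1 FRET substrate | compound dosing = 10 µM single point, 0.5% DMSO | timing = 50 min enzyme reaction, room temperature, light-protected | detection = FRET, CFP and YFP emission | control set = no-enzyme low, enzyme-DMSO high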
SENP8 block-1: blocks human SENP8 cleavage of Nedd8 substrate; Q96LD8; recombinant SENP8, Nedd8 substrate fluorescence; 0.64% of 360,000 active; AID 602440; inhibition, % at 20 µM; in the data active means inhibition mostly above about 40%, no sharp cut-off; inactive means mostly below about 27%
UBC13 polyUb: inhibitors of human UBC13 polyubiquitin chain formation. P61088. inhibition, % at 20 µM. 0.47% of 330,000 active. TR-FRET. AID 485273; in the data active means inhibition above about 45%, passing the limit was not always enough
Target sequence (P61088 whole entry, looked up): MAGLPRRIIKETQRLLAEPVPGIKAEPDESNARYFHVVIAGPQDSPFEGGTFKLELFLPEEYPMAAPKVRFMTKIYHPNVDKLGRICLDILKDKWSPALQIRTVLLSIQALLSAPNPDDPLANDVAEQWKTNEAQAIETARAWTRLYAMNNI
Apaf1 inhib: human Apaf-1 inhibition; O14727; reconstituted apoptosome caspase-3 activity, DEVD-Rh110 fluorescence; inhibition, % at 20 µM; 0.71% of 330,000 active; AID 489030; active means inhibition of at least 40% at 20 µM;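 further: plate controls were DMSO wells for no effect and DEVD-CHO caspase inhibitor wells for full effect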
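Assay system – apoptosome proteins · Medium – Hepes buffer, pH 7.5 · Also added – cytochrome c with DEVD-Rh110 · Timing – 30 min compound preincubation, 50 min activation, room temperature · Detection – Rh110 fluorescence, excitation 480 nm, emission 540 nm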
SENP8 block-2: inhibitors of human SENP8 protease | Q96LD8 | purified SENP8, Z-RLRGG-aminoluciferin cleavage, luminescence | inhibition, % at 10 µM | 1.2% of 330,000 active | AID 2540; in the data active means inhibition above about 50%
APOBEC3G inh: APOBEC3G (human) deaminase inhibition | recombinant A3G, ssDNA deamination FAM/TAMRA fluorescence | 0.28% of 330,000 active | inhibition, % at 20 µM | Q9HC16 | AID 493012;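 active means inhibition of at least 40% at 20 µM, with no more than 30% in the related APOBEC3A deaminase screen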;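 further: plate controls were DMSO wells with A3G for no effect and wells lacking A3G enzyme for full effect; some compounds called inactive have numbers as strong as hits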
Target sequence (Q9HC16 whole entry, looked up): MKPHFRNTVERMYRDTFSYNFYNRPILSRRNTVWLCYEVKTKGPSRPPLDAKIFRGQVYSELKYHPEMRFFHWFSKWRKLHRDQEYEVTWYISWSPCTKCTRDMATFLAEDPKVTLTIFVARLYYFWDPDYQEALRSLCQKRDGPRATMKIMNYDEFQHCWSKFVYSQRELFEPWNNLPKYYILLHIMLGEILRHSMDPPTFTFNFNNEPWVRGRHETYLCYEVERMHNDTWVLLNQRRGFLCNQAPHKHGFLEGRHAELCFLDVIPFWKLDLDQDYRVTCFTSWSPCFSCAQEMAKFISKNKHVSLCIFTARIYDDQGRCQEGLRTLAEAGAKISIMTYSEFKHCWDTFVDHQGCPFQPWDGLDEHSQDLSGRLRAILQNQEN
* hit, by the source's call; x = no result given.

SMILES	SENP6 block	SENP7 inh	SENP1 inh	SENP8 block-1	UBC13 polyUb	Apaf1 inhib	SENP8 block-2	APOBEC3G inh
Cc1nc2ccccc2c(=O)n1-c1ccc(NS(=O)(=O)c2ccc(F)cc2)cc1	-1	9	0	16	-1	3	-6	-1
N#CC1(NC(=O)CN2C(=O)NC3(CCCCCC3)C2=O)CCCCC1	-5	-4	-1	11	3	-7	8	-5
COc1cc(NC(=O)Cn2nc(-c3ccc(F)cc3)ccc2=O)ccc1-n1cnnn1	-14	-4	-1	6	-4	5	-2	-8
COc1ccc(C(=O)n2cc(C(=O)c3cc(C)ccc3O)cn2)cc1OC	-18	-9	-2	-41	-14	18	-6	-7
CC1(C)CC(=O)C(N=Nc2ccc(C(F)(F)F)cc2[N+](=O)[O-])=C(O)C1	3	3	2	29	-11	-3	10	-8
CC(OC(=O)CCc1cc(C(C)(C)C)c(O)c(C(C)(C)C)c1)C(=O)NC1CC1 (stereo unspecified)	24	1	-1	15	-3	12	15	-5
O=C(N/N=C/c1c(F)cccc1Cl)C(=O)N1CCCCCC1	-5	-14	2	12	5	-16	-10	-7
S=c1[nH]nc(C2CCCCC2)n1/N=C/c1cccc(Cl)c1Cl	2	-1	4	17	5	15	1	14
CC(CN1CCCC1)OC(=O)c1ccc(F)cc1 (stereo unspecified)	17	6	1	8	-1	-4	4	-7
O=C(NCc1ccco1)C1CCCN1C(=O)Nc1ccccc1 (stereo unspecified)	-1	4	2	-5	0	-4	4	-1
CSc1ncccc1C(=O)N1CCCC(N2CCN(c3ccccc3F)CC2)C1 (stereo unspecified)	4	2	0	5	-1	6	11	0
COc1ccc(CCNC(=O)CCCn2c(=O)c3cccn3c3cccnc32)c(OC)c1	-28	13	-1	-24	-5	2	-6	2
Cc1ccc(-c2nnc(CCC(=O)N(C)Cc3nccs3)o2)s1	0	0	0	-1	5	-5	7	-6
COc1ccc(-c2nn(-c3ccccc3)cc2CNC(C)Cn2cncn2)c(F)c1 (stereo unspecified)	0	-7	2	3	-3	8	-5	-5
CC(=O)N1CCC(=NNc2nc3ccccc3[nH]2)CC1	17	7	3	19	-4	15	3	1
COc1ccc(CN(C)C(=O)Cc2c[nH]c3ccccc23)cc1	0	1	-11	1	8	10	5	-5
O=C(Nc1ccc(SC(F)F)cc1)C1=CC=CN2CCS(=O)(=O)N=C12	17	0	0	-18	13	5	0	-1
CCOCCCNS(=O)(=O)c1ccccc1	-12	-1	-1	13	-3	-6	-10	-4
CCN(CC)CCCNC(=O)C1c2ccccc2Oc2ccccc21	-24	10	0	40	1	-6	-9	-7
CN(CC(=O)Nc1ccccc1Cl)CC(=O)N1CCc2ccccc21	7	2	1	12	3	2	0	-7
COc1ccc(S(=O)(=O)NC2(C(F)(F)F)NC(=O)N(CCc3ccc(OC)c(OC)c3)C2=O)cc1 (stereo unspecified)	-21	2	-1	3	5	0	-4	-8
CC1(C)Cc2c(sc(NC(=O)C(C)(C)C)c2C#N)C(C)(C)N1	0	4	-48	12	-1	-3	-3	-8
CCCn1cc(CN2CCC(n3nccc3NC(=O)c3ccccc3)CC2)c(C)n1	-5	-8	-1	10	7	-12	-3	-4
Cc1ccc(OCC(=O)N(Cc2ccc(N(C)C)cc2)C2CCS(=O)(=O)C2)cc1C (stereo unspecified)	-19	-5	0	26	-2	9	-8	-1
O=C(OCc1cn(Cc2ccccc2)nn1)c1ccccc1	-4	10	0	10	6	9	2	2
COc1cc(CN(C)Cc2cc(=O)oc3cc(C)c(Cl)cc23)ccc1OC(F)F	7	6	-3	3	0	17	1	-1
CO/N=C/NC(=O)N1OC[C@@H]2COc3ccc4ccccc4c3[C@@H]21	-6	4	1	5	6	-6	0	-1
Cc1ccc(NC(=O)COC(=O)Cn2cnc3c2c(=O)n(C)c(=O)n3C)c(Cl)c1	-11	0	1	11	2	-8	-5	-6
Cc1cc(NC(=O)c2cccc(S(=O)(=O)N3CCOCC3)c2)no1	-10	-3	1	-2	3	-50	-3	-9
CNC(=S)NNC(=O)Cn1ccc(C)n1	15	8	0	16	1	-4	6	0
CCOC(=O)c1nn(-c2ccccc2)c(-c2ccccc2)c1C(=O)c1ccccc1	-1	1	1	20	-2	16	1	0
O=C(COC(=O)Cc1ccc(Br)cc1)NC1CCCCCC1	1	2	7	4	6	6	0	-2
CSc1nc2ncnc(N)c2[nH]1	-4	8	0	20	4	-7	-9	-3
O=C(c1ccccc1)N1CCCCC(Sc2nnc3ccccn23)C1=O (stereo unspecified)	-15	-5	1	0	-6	0	-8	-2
C=CCOc1ccc(/C=C/C(=O)OCC(=O)NCC(=O)Nc2c(C)cc(C)cc2C)cc1	-3	-11	-1	9	-5	2	-18	-7
CCOC(=O)/C(C#N)=c1/s/c(=C2\C=Cc3ccccc3N2CC)c(=O)n1CC	4	-5	6	39	-132	5	4	-1

Overlap with the part before: 3 entries; new compounds follow.
SMILES	SENP6 block	SENP7 inh	SENP1 inh	SENP8 block-1	UBC13 polyUb	Apaf1 inhib	SENP8 block-2	APOBEC3G inh
O=C(c1ccccc1)N1CCCCC(Sc2nnc3ccccn23)C1=O (stereo unspecified)	-15	-5	1	0	-6	0	-8	-2
C=CCOc1ccc(/C=C/C(=O)OCC(=O)NCC(=O)Nc2c(C)cc(C)cc2C)cc1	-3	-11	-1	9	-5	2	-18	-7
CCOC(=O)/C(C#N)=c1/s/c(=C2\C=Cc3ccccc3N2CC)c(=O)n1CC	4	-5	6	39	-132	5	4	-1
CC(=O)Cn1c(CN2CCCC2)nc2ccccc2c1=O	-1	-11	-1	4	-5	11	-10	-19
COc1cccc(C(=O)Nc2cccc(-c3nnc(-c4ccccc4)o3)c2)c1	-21	6	-1	9	1	3	-1	-3
COC(=O)C1CCN(C(=O)COC(=O)c2cc(-c3cccs3)nn2-c2ccccc2)CC1	2	-3	-1	1	-3	8	-1	-5
Cc1cc(C(=O)CS(=O)(=O)c2ccc(Cl)cc2)cc(C)c1O	-25	7	-1	16	1	7	-7	-1
CS(=O)(=O)N(CC(=O)NC1CC1)c1cccc(F)c1	-8	15	3	16	1	8	-12	0
O=C(Nc1ccc(O)cc1)/C(=C\c1cccs1)NC(=O)c1ccccc1	-2	-6	0	14	-11	5	-7	-4
CCCOc1ccc(N2C(=O)CC(N(C(=O)c3ccco3)c3ccc(OCCC)cc3)C2=O)cc1 (stereo unspecified)	5	10	2	1	-15	10	2	4
C(=N/Nc1nc(-c2ccccc2)cc(-c2ccccc2)n1)/c1cccnc1	8	7	0	-281	7	20	3	3
N#Cc1cc([N+](=O)[O-])ccc1NC(=O)COC(=O)CN1C(=O)C2CCCCC2C1=O (stereo unspecified)	1	3	-1	11	3	10	-3	14
COc1ccc(C(=O)NCc2ccc(C(=O)NCC(OC)OC)cc2)cc1OC	-4	-11	0	0	-9	5	-10	-6
NC(=S)NC(=O)c1ccccc1	-19	1	3	9	11	-2	-2	-4
CC(C)Cc1nnc(NC(=O)c2cc(-c3ccncc3)nc3ccccc23)s1	-1	4	13	-18	6	-9	0	-6

Full records from above.
C(=N/Nc1nc(-c2ccccc2)cc(-c2ccccc2)n1)/c1cccnc1 as listed: SENP6 block: 8; SENP7 inh: 7; SENP1 inh: 0; SENP8 block-1: -281; UBC13 polyUb: 7; Apaf1 inhib: 20; SENP8 block-2: 3; APOBEC3G inh: 3
CC(=O)Cn1c(CN2CCCC2)nc2ccccc2c1=O as listed: SENP6 block: -1; SENP7 inh: -11; SENP1 inh: -1; SENP8 block-1: 4; UBC13 polyUb: -5; Apaf1 inhib: 11; SENP8 block-2: -10; APOBEC3G inh: -19

Next section.
SMILES	SENP6 block	SENP7 inh	SENP1 inh	SENP8 block-1	UBC13 polyUb	Apaf1 inhib	SENP8 block-2	APOBEC3G inh
CC(=O)Nc1cccc(C(=O)N(CCc2ccccc2)Cc2ccccc2)c1	10	0	1	9	10	22	-13	-7
O=C(N/N=C/c1cccnc1)c1cccc(F)c1	-18	-3	0	22	6	-16	-6	-9
Cc1cc(NC(=O)COC(=O)C2COc3ccccc3O2)no1 (stereo unspecified)	-19	-2	4	35	2	-1	-8	-2
CCCC12CN(C(=O)c3ccc(OC)cc3)CC(C)(CN(C(=O)c3ccc(OC)cc3)C1)C2=O	3	-1	2	20	-1	-3	9	1
Cc1ccc(NS(=O)(=O)c2cccc(C(=O)NCC(c3cccs3)N3CCOCC3)c2)cc1 (stereo unspecified)	7	2	-2	-1	-1	3	11	-4
c1ccc(COCCC2CO2)cc1 (stereo unspecified)	-6	0	x	x	-6	7	-9	6
O=C(CN1CCN(c2ccc(Cl)cc2)CC1)Nc1cccc(F)c1	-2	1	2	13	8	9	4	-5
Cc1csc(NC(=O)C2CCCN2C(=O)Oc2ccccc2)n1 (stereo unspecified)	-20	-4	2	8	11	-5	-2	-7
COc1ccc(NC(=O)c2sccc2SCc2cccc(C(F)(F)F)c2)cc1	-9	1	2	2	10	11	1	-4
Cc1ccc2nc(N3CCN(c4ccccc4F)CC3)c(C=O)c(=O)n2c1	1	-1	-4	11	-7	10	0	-4
CCCC1S/C(=N/N=C/c2ccc(OC)cc2)N(Cc2ccccc2)C1=O (stereo unspecified)	-1	-2	-1	32	6	3	0	-5
COc1ccc(NC(=O)C(=O)Nc2cccc3ccccc23)c(OC)c1	-19	-20	3	18	-7	-16	0	-9

Gathered by group, the entries above with an NH in an aromatic ring
SMILES	SENP6 block	SENP7 inh	SENP1 inh	SENP8 block-1	UBC13 polyUb	Apaf1 inhib	SENP8 block-2	APOBEC3G inh
S=c1[nH]nc(C2CCCCC2)n1/N=C/c1cccc(Cl)c1Cl	2	-1	4	17	5	15	1	14
CC(=O)N1CCC(=NNc2nc3ccccc3[nH]2)CC1	17	7	3	19	-4	15	3	1
COc1ccc(CN(C)C(=O)Cc2c[nH]c3ccccc23)cc1	0	1	-11	1	8	10	5	-5
CSc1nc2ncnc(N)c2[nH]1	-4	8	0	20	4	-7	-9	-3

Next part:
SMILES	SENP6 block	SENP7 inh	SENP1 inh	SENP8 block-1	UBC13 polyUb	Apaf1 inhib	SENP8 block-2	APOBEC3G inh
O=C(N/N=C/c1cccnc1)c1ccccc1OCc1ccc(Cl)cc1	-10	-3	x	x	-6	7	-9	-3
N#CCC(=O)Nc1ccc(C(=O)OCC(=O)Nc2ccccc2Sc2ccccc2)cc1	-2	7	-13	-5	9	10	4	-1
COC(=O)c1ccc(C)c(NC(=O)Cn2c(C)csc2=O)c1	-19	12	3	0	1	4	2	2
O=C(c1ccc2c(=O)n(-c3ccccc3)c(=O)[nH]c2c1)N1CCN(c2ccc(F)cc2)CC1	-9	-5	2	13	-10	7	-8	-5
COc1ccc(/C=C/C(=O)c2c(O)ccc3c(C)cc(=O)oc23)cc1	-1	-4	-6	-275	-1	1	4	-6

A different layout for part of the listing above.
| mol | SENP6 block | SENP7 inh | SENP1 inh | SENP8 block-1 | UBC13 polyUb | Apaf1 inhib | SENP8 block-2 | APOBEC3G inh |
| --- | --- | --- | --- | --- | --- | --- | --- | --- |
| N#CC1(NC(=O)CN2C(=O)NC3(CCCCCC3)C2=O)CCCCC1 | -5 | -4 | -1 | 11 | 3 | -7 | 8 | -5 |
| COc1cc(NC(=O)Cn2nc(-c3ccc(F)cc3)ccc2=O)ccc1-n1cnnn1 | -14 | -4 | -1 | 6 | -4 | 5 | -2 | -8 |

Bioassay records: PubChem, Sanford-Burnham Center for Chemical Genomics
